ssDAF-12 act – activates DAF-12 receptor from parasite S. stercoralis. HEK293 ssDAF-12/GRIP1 lit1-tk-luc reporter, luminescence; % of 3 µM dafachronic acid response. activation, % at 6.8 µM. actives 1% (n = 370,000);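 active means activation above the mean over all tested compounds plus 3 SD, cut at about 0.9% in these data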;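 further: 0% = DMSO-only wells and 100% = 3 µM delta7-dafachronic acid wells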
NPR1 activator – GC-A (human) enzyme activation | P16066 | HEK293 GC-A cells, cGMP TR-FRET, EC30 ANP; 0% at EC30 ANP, 100% saturating ANP | activation, % at 10 µM | actives 0.14% (n = 370,000) | AID 1671463; in the data active means activation above about 40%
DAX1 inh-1 – NR0B1 (DAX1) inhibition; P51843; HEK293 Gal4-DAX1 luciferase reporter, luminescence; inhibition, % at 6.75 µM; actives 0.99% (n = 340,000); AID 504766;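 active means inhibition above the mean over all tested compounds plus 3 SD, cut at about 4.2% in these data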;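 further: 0% = DAX1-transfected cells with DMSO and 100% = empty-vector control cells with DMSO; inhibition shows as a rise in luminescence from relieved DAX1 repression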
Target sequence (P51843 207-470 limits assumed): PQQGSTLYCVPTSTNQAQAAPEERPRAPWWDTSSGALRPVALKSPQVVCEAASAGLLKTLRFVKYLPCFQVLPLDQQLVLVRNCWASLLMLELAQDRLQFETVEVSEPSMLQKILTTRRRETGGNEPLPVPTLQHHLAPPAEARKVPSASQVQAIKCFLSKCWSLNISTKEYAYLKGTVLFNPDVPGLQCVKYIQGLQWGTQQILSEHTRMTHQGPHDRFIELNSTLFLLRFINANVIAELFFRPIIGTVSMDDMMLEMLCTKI
NPR2 activator – GC-B (human) receptor activation; P20594; HEK293-GC-B cells, CNP EC30, cGMP TR-FRET; 0% at EC30 CNP, 100% saturating CNP; activation, % at 10 µM; actives 0.11% (n = 370,000); AID 1920062;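 active means activation at 10 µM reaching about 35% in either raw or pattern-adjusted values, limit read from the data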
hgDAF12 agonist – agonists of H. glycines DAF-12 nuclear receptor. activation, % at 6.8 µM. HEK293 GAL4-hgDAF12 UAS-luciferase reporter, agonist luminescence; normalized to butyrate control. actives 1.8% (n = 370,000);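 active means activation above a cutoff set at the mean of all screened compounds plus 3 SD, cut at about 10% in these data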;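 further: 0% = DMSO wells and 100% = sodium butyrate wells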
hcDAF12 agonist – activates DAF-12 receptor from parasite H. contortus. HEK293 hcDAF-12 lit1-tk-luc reporter, luminescence; 0% DMSO, 100% Δ7-dafachronic acid. activation, % at 6.8 µM. actives 1.4% (n = 370,000);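 active means activation above the mean of all tested compounds plus 3 SD, cut at about 5.5% in these data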;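 further: 100% = response to 3 µM Δ7-dafachronic acid high control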
SMARCA2 act – activators of SMARCA2 function; activation, % at 9.1 µM; MG213 cells, MMTV-luciferase reporter, dexamethasone, overnight; AID 652017; actives 1% (n = 370,000); in the data active means activation above about 7.8%;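 further: 0% = vehicle wells and 100% = reference activator wells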
FXN GAA850 act – activators of GAA850 frataxin (FXN) promoter; HEK293 lucGAA850 FXN promoter luciferase reporter, 24 h; percent of 10 µM SAHA response; activation, % at 6 µM; actives 0.56% (n = 360,000); AID 540364;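 active means activation above the average of all compounds screened plus 3 SD, cutoff fixed separately per campaign, cut at about 7.5% in these data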;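 further: 0% = DMSO wells and 100% = 10 µM SAHA wells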
ADAM10 inh – inhibitors of human ADAM10; AID 720582; actives 0.62% (n = 370,000); recombinant ADAM10, EDANS/DABCYL FRET peptide cleavage, 3 h; O14672; inhibition, % at 7 µM;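 active means inhibition above a per-campaign cutoff equal to the mean of compounds falling between control-based bounds plus 3 SD, cut at about 20% in these data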;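 further: 0% = DMSO wells while the 100% control is not disclosed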
Target sequence (O14672 214-748 limits assumed): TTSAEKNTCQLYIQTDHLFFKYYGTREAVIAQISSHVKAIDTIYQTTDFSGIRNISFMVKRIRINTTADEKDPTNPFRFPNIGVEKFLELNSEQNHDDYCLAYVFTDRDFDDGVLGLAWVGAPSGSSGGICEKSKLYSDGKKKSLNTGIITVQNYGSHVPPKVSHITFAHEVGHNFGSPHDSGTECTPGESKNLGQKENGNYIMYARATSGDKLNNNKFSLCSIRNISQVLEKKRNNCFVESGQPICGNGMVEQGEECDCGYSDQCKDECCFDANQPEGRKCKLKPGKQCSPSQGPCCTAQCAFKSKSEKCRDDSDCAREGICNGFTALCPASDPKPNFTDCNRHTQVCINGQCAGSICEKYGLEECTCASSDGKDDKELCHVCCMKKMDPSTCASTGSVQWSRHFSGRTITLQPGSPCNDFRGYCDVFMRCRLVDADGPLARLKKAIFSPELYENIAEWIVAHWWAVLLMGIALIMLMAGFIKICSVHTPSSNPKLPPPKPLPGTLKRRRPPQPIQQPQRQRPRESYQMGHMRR
DAX1 inh-2 – inhibitors of DAX1 repression of SF-1 activated StAR promoter | HEK293T StAR-luciferase reporter, SF-1/DAX-1 repression relief | inhibition, % at 6.8 µM | actives 1.1% (n = 370,000) | AID 652010;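 active means inhibition above the mean over all tested compounds plus 3 SD, cut at about 3.6% in these data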;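 further: 0% = DAX-1 cells with DMSO and 100% = cells lacking DAX-1 with DMSO; higher inhibition means more luminescence from relief of DAX-1 repression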
HGIII-sPLA2 inh – Blocks human group III sPLA2 activity; QFRET BODIPY PC-A2 liposome hydrolysis, fluorescence; inhibition, % at 12.2 µM; actives 0.56% (n = 370,000); AID 743126;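 active means inhibition above mean plus 3 SD of compounds lying within the high and low control bounds, cut at about 19% in these data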;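 further: 0% = median of test compound wells and 100% = no enzyme DMSO wells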
Starred values were filed as active, the others as inactive; . = not tested or not shown.

SMILES	ssDAF-12 act	NPR1 activator	DAX1 inh-1	NPR2 activator	hgDAF12 agonist	hcDAF12 agonist	SMARCA2 act	FXN GAA850 act	ADAM10 inh	DAX1 inh-2	HGIII-sPLA2 inh
CCCn1c(C)cc(C(=O)COc2ccc(C)nc2[N+](=O)[O-])c1C	-2.3	-1	-1.4	-2	-7.3	-2.5	-2	-0.9	-3	-1.7	2
CCc1cccc(N(CC(=O)NCc2ccc(F)cc2)C(=O)c2csnn2)c1	-1.3	-1	0.1	2	-0.7	-0.8	-4	-1.9	-7	-0.4	5
COc1ccc(C(C)=O)cc1CSc1nnc(Nc2ccccc2C)s1	-1.9	-8	-1.2	-17	-2.8	-2.4	-6	3.1	1	-0.9	1
CCC(=O)c1c[nH]c(C(=O)NCc2cccs2)c1	-1.0	1	2.0	0	3.6	-1.5	-3	0.3	2	1.2	2
O=C(NCCCN=C1NS(=O)(=O)c2ccccc21)c1ccc(F)cc1	-0.2	0	-0.3	-1	-1.9	-0.9	2	1.2	13	-1.0	1
CC(C)c1nnc(SCC(=O)NCCC2=CCCCC2)n1N	-0.6	0	0.7	1	0.7	-1.5	5	2.0	0	0.3	3
COc1ccc(C2C3=C(COC3=O)Oc3cc4c(cc32)OCO4)cc1OC (stereo not given)	-0.8	-3	-2.6	-2	2.3	-0.7	1	-2.2	-18	-4.8	11
Cc1cncc(NCc2ccc3c(c2)OCO3)n1	-1.1	0	.	-5	6.8	0.7	0	-0.7	-41	0.8	9
FC(F)(F)c1nnc2ccc(-n3ccnc3)nn12	-1.4	5	0.0	-3	-0.9	-2.1	1	0.2	-13	-0.1	2
CC(C)CCN1CCN(Cc2nc3ccccc3s2)CC1CCO (stereo not given)	-1.3	-2	-0.5	-2	-2.6	-0.1	-1	-0.9	2	-0.3	-6
CCCC(CCC)C(=O)NCCN1CCOCC1	-1.6	1	0.1	0	2.0	-0.4	-2	1.8	2	0.6	-1
O=C(NCc1ccccc1Cl)C1CCN(S(=O)(=O)N2CCCCCC2)CC1	-0.8	1	4.8*	-1	-2.1	-2.0	-2	3.7	5	0.2	-5
COc1ccc(N2CCN(CC(O)COC(C)(C)C)CC2)cc1 (stereo not given)	-1.4	3	1.9	-2	-0.4	-0.1	-2	-0.3	1	0.0	1
O=C(NCCN1C(=O)S/C(=C\c2cccc(Cl)c2Cl)C1=O)C1=COCCO1	-1.1	2	0.0	-1	1.9	-0.7	2	-3.3	-2	1.0	-5
Cc1ccccc1NC(=O)Cc1nc(COC(=O)c2ccc(C(F)(F)F)cc2)cs1	-1.1	3	0.5	3	2.6	-1.3	2	-1.9	-8	-0.3	-33
CC(C)c1cn(C2OC(COC(=O)c3ccccc3)C(OC(=O)c3ccccc3)C2OC(=O)c2ccccc2)c(=O)[nH]c1=O (stereo not given)	-1.1	-2	-0.7	5	0.0	-2.0	0	0.6	-4	0.5	-5
CCCCNc1c(-c2ccc(OC)c(SC(C)CC)c2)nc2cnccn12 (stereo not given)	-0.9	11	-1.6	-3	-1.9	0.5	2	-3.8	-2	0.3	3
O=S(=O)(c1ccc(F)cc1)N1CCCN(Cc2c(F)cccc2F)CC1	-1.2	-1	0.8	4	-0.3	-0.9	5	1.7	2	-0.1	-1
CCOC(=O)c1c(C)[nH]c(C)c1S(=O)(=O)N1c2ccccc2CC1C (stereo not given)	-1.3	-16	0.5	-14	1.9	0.7	-2	2.8	5	-1.5	5
O=C(NCC1(O)CCCCC1)C1CCC(=O)N(Cc2cccc(C(F)(F)F)c2)C1 (stereo not given)	-0.9	0	1.2	3	0.9	-0.5	-3	0.6	-8	-1.0	3
COc1ccc(S(=O)(=O)N2CCN(C(=O)NC3CCCCC3)CC2)cc1	-1.6	2	-0.5	1	-3.0	-0.3	-2	2.5	4	0.5	1
Cc1ccc(CN2CCCCC(NC(=O)C3CCCCC3)C2=O)cc1 (stereo not given)	-0.7	1	.	-1	-1.5	-1.6	-2	.	-1	-1.7	2
O=C1c2cccc([N+](=O)[O-])c2C(=O)N1c1cccnc1	-0.7	-2	0.1	-4	3.4	0.7	0	0.2	-2	0.2	1
COc1ccccc1/C=N/NC(=O)COCC(=O)N/N=C/c1ccccc1OC	-0.8	0	-0.8	0	2.1	0.1	-3	4.5	-5	0.2	6
O=C(C1Cc2ccccc2CN1C(=O)c1ccco1)N1CCN(c2ccccc2)CC1 (stereo not given)	-1.1	-7	-0.9	-4	-3.1	-0.9	-1	1.5	-8	1.2	-7
O=C(COC(=O)c1cccc([N+](=O)[O-])c1)NC1CCCC1	-1.1	0	-0.8	0	1.0	-0.6	-4	1.0	-2	-0.2	14
CCOC(=O)c1sc(NC(=O)CC)nc1C	-0.7	-2	0.0	-4	0.2	-0.9	-1	-0.8	-4	-0.7	-2
CC(=O)Nc1ccc(NC(=O)CC23CC4CC(CC(C4)C2)C3)cc1	-0.7	2	-0.3	-1	1.2	-1.1	-1	2.0	13	0.4	-6
O=C(NCCN1CCOCC1)C1(C(F)(F)F)C/C(=C\Cc2ccccc2)CCCO1 (stereo not given)	-1.4	7	0.6	4	-0.7	-1.5	0	-0.6	-10	0.3	9
CCOC(=O)c1c(C)n(C)c2ccc(OC)c([N+](=O)[O-])c12	-1.6	2	-0.2	-4	2.1	-3.7	2	3.1	-5	0.1	1
COc1ccc(C)cc1NC(=O)Nc1ccncc1	-1.4	0	-0.5	0	-2.5	-2.8	4	1.2	1	0.7	-6
Cc1ccc(CCNC(=O)CCCn2nc(C)c3c(C)n(-c4ccc(C)cc4)nc3c2=O)cc1	-1.1	-10	0.2	-9	1.7	-2.5	-5	0.1	11	-0.4	1
CNC(=O)COc1coc(CN2CCN(c3ccc(OC)cc3)CC2)cc1=O	-1.3	3	2.0	1	-0.9	0.1	-4	0.2	-8	-1.1	12
CCOCC(=O)Nc1ccc(C(=O)Nc2ccccc2Cl)cc1	-1.2	3	.	-3	3.6	1.6	-1	.	-3	0.5	7
CCCOc1ccc(/C=N/NC(=O)C2CCCN2S(=O)(=O)c2ccc(Cl)cc2)cc1 (stereo not given)	-0.8	-2	-0.3	-1	0.4	-0.2	0	0.1	13	-1.2	-7
O=C(O)c1cccc(NC(=S)NC(=O)c2cncc(Br)c2)c1	0.1	3	-1.1	0	1.6	0.2	2	1.8	1	-0.2	1
O=C(Nc1ccc(S(=O)(=O)N2CCCC2)cc1)C1CCN(S(=O)(=O)c2ccc(F)cc2)CC1	-1.0	3	0.6	3	-0.7	-2.1	-3	1.0	9	-5.8	-51
COc1cc(/C=C(\C#N)C(=O)N2CCOCC2)ccc1OCc1ccccc1	-0.1	5	1.3	1	3.0	0.6	-3	2.3	-10	0.7	7
Cn1c(=O)c2c(nc(N3CCc4ccccc4C3)n2C)n(C)c1=O	-1.4	-1	0.6	-6	-0.5	2.9	-3	1.1	-11	0.4	2
O=C(OCCCN1C(=O)c2ccccc2C1=O)c1ccco1	-1.1	-6	0.3	0	0.1	0.7	1	0.0	-3	0.1	1
Cc1cccc(C(C)C)c1NC(=O)C1CN(S(=O)(=O)c2ccccc2)CCN1S(=O)(=O)c1ccccc1 (stereo not given)	-1.1	-3	-1.1	0	0.3	1.1	-2	-9.2	2	-0.1	-17
O=c1[nH]c(C2CCN(S(=O)(=O)c3ccccc3)CC2)nc2c1nnn2Cc1cccc(Cl)c1	-1.3	-14	-0.4	-5	-1.7	-0.5	-1	-0.8	19	0.0	-58
CCc1ccccc1NC(=O)CN1CCN(C(=O)c2cc(C3CC3)nn2-c2ccccc2)CC1	-1.1	5	-0.8	0	-2.4	0.0	-1	-1.4	6	-0.6	-9
COCCN(CCOC)Cc1cc(=O)oc2cc(OC)ccc12	-0.3	2	.	-4	3.3	-0.9	-2	.	-298	0.8	4
O=C(C=Cc1cccs1)c1cccs1	-0.4	1	0.3	-2	4.6	-0.7	3	4.5	-28	-0.5	-4

Gathered by group: those above containing a furan ring, fused or not.
SMILES	ssDAF-12 act	NPR1 activator	DAX1 inh-1	NPR2 activator	hgDAF12 agonist	hcDAF12 agonist	SMARCA2 act	FXN GAA850 act	ADAM10 inh	DAX1 inh-2	HGIII-sPLA2 inh
O=C(C1Cc2ccccc2CN1C(=O)c1ccco1)N1CCN(c2ccccc2)CC1 (stereo not given)	-1.1	-7	-0.9	-4	-3.1	-0.9	-1	1.5	-8	1.2	-7
O=C(OCCCN1C(=O)c2ccccc2C1=O)c1ccco1	-1.1	-6	0.3	0	0.1	0.7	1	0.0	-3	0.1	1

Continuation:
SMILES	ssDAF-12 act	NPR1 activator	DAX1 inh-1	NPR2 activator	hgDAF12 agonist	hcDAF12 agonist	SMARCA2 act	FXN GAA850 act	ADAM10 inh	DAX1 inh-2	HGIII-sPLA2 inh
COc1ccc(N(CC(=O)N2CCc3ccccc3C2)S(C)(=O)=O)cc1OC	-1.1	-2	-0.1	2	1.3	-0.1	-2	-1.8	-4	-0.7	3
CC(C)(C)OC(=O)N1CCCC(C(=O)Nc2ccc(C(=O)NCc3ccccc3)cc2)C1 (stereo not given)	-1.4	-2	-0.9	1	-1.9	-2.1	1	-0.5	-2	-1.4	-8
CC1(C)Cc2c(sc(NC(=O)COc3cccc4ccccc34)c2C#N)C(C)(C)N1	-1.6	-1	1.8	3	-1.6	-0.9	54*	1.3	11	0.3	-1
O=C(N/N=C\c1cccc(Cl)c1)c1n[nH]c2c1CCCC2	-1.4	-12	1.4	-8	14*	2.0	5	10*	8	3.4	13
CC(=O)c1c(C)[nH]c(C(=O)CSc2nnc(-c3ccco3)n2Cc2ccccc2)c1C	-1.9	8	-2.0	8	-3.0	-2.0	-3	-2.9	6	-1.9	-43
COC(=O)C(C#N)c1nc2ccccc2nc1N1CCCC1 (stereo not given)	-1.6	7	-0.8	5	3.1	-0.6	1	1.6	-93	-1.3	2
O=C(Nc1nnc(Cc2ccccc2)s1)C1CCN(C(=O)c2ccco2)CC1	-0.8	3	1.1	10	2.1	-0.7	-1	-0.2	-1	0.2	-8
CCOC(=O)C1(CC2CCCCO2)CCN(Cc2ccccc2-c2ccco2)CC1 (stereo not given)	-1.0	-4	0.0	6	-1.2	-0.3	-4	-0.1	4	0.6	-7
COc1cccc(N2CCN(c3nc(C)c(C)c(=O)[nH]3)CC2)c1	-1.1	-4	-0.6	-9	-0.3	-2.1	-3	-0.8	5	-0.3	2
CC(C(=O)O)N1C(=O)/C(=C/c2cccn2C)SC1=S (stereo not given)	-1.9	0	0.2	3	-0.7	2.3	-2	0.9	9	0.5	-1
COc1cc(N=C2C(=O)N3CCCc4cccc2c43)cc(OC)c1	-0.3	-1	-0.4	-2	6.5	2.3	0	2.7	1	0.2	5
CN1CCN(Cc2nc3c([nH]2)c(=O)[nH]c(=O)n3C)CC1	0.0	6	0.8	2	0.3	1.0	-1	1.2	-14	0.2	-1
O=C(O)CC1S/C(=N\N=C/c2ccccc2O)N(c2ccc(O)cc2)C1=O (stereo not given)	-0.6	-1	0.2	5	-1.4	-0.5	-2	0.5	-8	-0.2	-9

Bioassay records deposited in PubChem BioAssay by several laboratories.
